mcGAS lum: blocks mouse cGAS activity | recombinant cGAS, Kinase-Glo ATP depletion luminescence | 0.15% of 160,000 active | Q8C6L5 | inhibition, % at 12.5 µM;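 further: 0% = negative control wells and 100% = reference inhibitor with no enzyme activity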
NPYLR7 ag: activates Aedes aegypti NPYLR7 receptor; activation, % at 10 µM; 0.15% of 270,000 active; HEK293T NPYLR7/Galpha15, GCaMP6s calcium fluorescence; AID 1259423; in the data active means activation above about 40%;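 further: 0% = vehicle and 100% = reference agonist at the receptor; some compounds past the cut are filed as inactive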
hcGAS inh: blocks human cGAS activity. Q8N884. recombinant h-cGAS, ATP depletion, Kinase-Glo luminescence. inhibition, % at 12.5 µM. 0.081% of 290,000 active;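 further: 0% = vehicle reaction and 100% = reaction without DNA for no activity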
Target sequence (Q8N884 whole entry, looked up): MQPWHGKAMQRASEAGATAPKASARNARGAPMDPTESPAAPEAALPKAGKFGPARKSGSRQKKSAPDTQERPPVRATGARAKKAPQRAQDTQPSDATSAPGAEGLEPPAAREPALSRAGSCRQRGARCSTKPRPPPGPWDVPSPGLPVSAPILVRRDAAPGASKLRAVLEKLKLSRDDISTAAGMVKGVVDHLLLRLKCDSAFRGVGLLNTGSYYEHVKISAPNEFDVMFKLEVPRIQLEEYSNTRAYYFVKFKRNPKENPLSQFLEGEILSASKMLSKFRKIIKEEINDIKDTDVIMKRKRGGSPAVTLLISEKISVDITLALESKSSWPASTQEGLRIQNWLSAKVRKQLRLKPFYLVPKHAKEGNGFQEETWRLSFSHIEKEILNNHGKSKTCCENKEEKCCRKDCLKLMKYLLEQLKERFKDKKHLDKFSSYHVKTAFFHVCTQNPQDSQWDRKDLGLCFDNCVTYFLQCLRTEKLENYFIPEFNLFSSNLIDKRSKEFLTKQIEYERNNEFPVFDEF
* marks the source's active call; other numbers are inactive results; x = not tested or not shown. Unless noted, no stated cut-off is given here; in the data, active means inhibition above about 40%; inactive means the rest.

The first 2 entries as a preview:
Order of results – mcGAS lum	NPYLR7 ag	hcGAS inh
- COCCn1c(C(=O)Nc2ccc3c(c2)OCCO3)cc2c(=O)n(C)c(=O)n(C)c21
 : -9	-2	-6
- O=C(NCCCn1ccnc1)C1CC1c1ccc2ccccc2c1 (stereo not given)
 : -15	-2	-11

Main list, repeating the preview:
Order of results – mcGAS lum	NPYLR7 ag	hcGAS inh
- COCCn1c(C(=O)Nc2ccc3c(c2)OCCO3)cc2c(=O)n(C)c(=O)n(C)c21
 : -9	-2	-6
- O=C(NCCCn1ccnc1)C1CC1c1ccc2ccccc2c1 (stereo not given)
 : -15	-2	-11
- Cc1cccn2c(=O)nc(SCC(=O)NC3CCCC3)nc12
 : x	1	-10
- O=C(NCc1cnn2ccccc12)C1(c2ccccc2)CCCCC1
 : -12	-5	0
- O=C(NC(C(=O)N1CCOCC1)C1CCN(C(=O)C2CCCC2)CC1)c1ccc(F)cc1 (stereo not given)
 : -3	-4	-1
- COCCN(C)c1ncc(Br)cn1
 : x	-1	-19
- CCNC(=O)c1cn(C(C)CC)cc(C(=O)NCCc2c[nH]c3ccccc23)c1=O (stereo not given)
 : x	7	-13
- O=C(Nc1ccc(-c2onc3c2CCc2ccccc2-3)cc1)c1cc(C(F)(F)F)ccc1C(F)(F)F
 : -8	11	-10
- Cc1ccccc1CC(=O)N1CC=C(c2c[nH]c3ncccc23)CC1
 : 0	-7	9
- Cc1[nH]n(-c2ccc([N+](=O)[O-])cc2)c(=O)c1N=Nc1ccc2ccccc2c1
 : 0	-28	0
- Cc1ccc(P(C=C2N(C)c3ccccc3C2(C)C)(=Nc2ccc(S(N)(=O)=O)cc2)N(C)C)o1 (stereo not given)
 : x	-8	-1
- O=C(NC(C1CC1)C1CC1)c1cncc(Br)c1
 : -7	12	-8
- C=CCNC(=S)Nc1ccccn1
 : x	-10	3
- O=C(Cc1ccc2c(c1)CCCC2)Nc1ccc(N2CCOCC2)nc1
 : x	9	-16
- CCS(=O)(=O)N1CCN(C(=O)c2cc(CC(C)C)[nH]n2)CC1
 : -19	8	-4
- COC(=O)C1=C(O)/C(=C\c2ccccc2O)SC1=Nc1ccccc1
 : -2	20	-4
- CCN1CCC(C(=O)NC(c2ccc(OC)cc2)c2ccccn2)CC1 (stereo not given)
 : 1	-9	3
- Cc1cc(Nc2ccccc2)n2ncc(-c3ccccc3)c2n1
 : -9	-2	-7
- CC(C)Oc1ccccc1C1Nc2ccccc2N=C2CC(c3ccc(Cl)cc3)CC(=O)C21 (stereo not given)
 : x	-7	-4
- Cc1ccccc1-n1c(-c2ccc(Cl)cc2)cc(C(=O)NCCN2CCCCC2)c1C
 : 3	-8	1
- CCCNC(=O)Cn1nc2c(c1NC(=O)C1CCN(S(C)(=O)=O)CC1)CSC2
 : -7	8	-1
- COCCCN1C(=O)c2[nH]nc(-c3cc(C)c(C)cc3O)c2C1c1cccc(Br)c1 (stereo not given)
 : -7	0	-5
- O=C(c1cccc(F)c1F)N1CCN(CC(OCc2ccc(C(F)(F)F)cc2)c2ccc(Cl)cc2)CC1 (stereo not given)
 : -6	x	-4
- COc1ccc(CC(=O)Nc2c3c(nn2-c2ccc(F)cc2)CS(=O)(=O)C3)cc1OC
 : x	0	1
- CC(C)C(=O)Nc1cccnc1-c1ccc2c(c1)OCCO2
 : -16	16	-4
- COc1ccc2nc(N3CCN(C(=O)C4CCCN4S(=O)(=O)c4cccs4)CC3)sc2c1 (stereo not given)
 : -7	-1	-3
- CCc1ccc(NC(=O)c2ccc3c(=O)n(CC)c(=S)[nH]c3c2)cc1
 : x	-4	-8
- CC(=O)Nc1ccc(S(=O)(=O)NCCNc2cc(-n3nc(C)cc3C)nc(C)n2)cc1
 : -8	-7	-4
- Fc1cnc(N2C[C@@H]3[C@H](C2)[C@H]2CC[C@@H]3O2)nc1N1CCOCC1
 : x	7	-9
- COc1ccccc1CN(Cc1ccco1)CC(O)COc1ccc(Cl)cc1 (stereo not given)
 : -5	19	-5
- O=C(c1cc(=O)n(-c2ccccc2)[nH]1)N1CCCC(c2ccn[nH]2)C1 (stereo not given)
 : -6	2	1
- CCOC(=O)CNc1c(-c2ccccc2OC)nc2cc(C)ccn12
 : -8	26	-2
- CC(=O)Nc1nc(SCc2ccc(F)cc2)[nH]c(=O)c1NC(=O)c1cccs1
 : -4	-2	-5
- Oc1ccccc1C=NN1CCN(C2c3ccccc3-c3ccccc32)CC1
 : -5	5	-6
- CCOc1ncccc1CNC(=O)c1cc(NC(C)=O)ccc1Cl
 : x	-2	3
- O=C(Nc1cccc(-c2cccc(-c3ccc(F)cc3)n2)c1)c1c(F)c(F)c(F)c(F)c1F
 : -6	1	-8
- O=C(Cc1ccccc1F)NC1CCC(O)CC1 (stereo not given)
 : x	1	-4
- O=c1ccnc(/C=C/c2ccc(OC(F)F)cc2)[nH]1
 : x	2	-6
- C=CCN1CCN(c2nc(C3CC3)nc3sc4c(c23)CCCCC4)CC1
 : -4	3	-3
- CC(C)C(=O)Nc1c(-c2cccs2)c(=O)c2ccccc2n1C
 : x	0	4
- Cc1cccc(COC2CCCN(C(=O)c3cccc(Cl)c3)C2)c1 (stereo not given)
 : -5	6	-6
- CCOCCn1c(=O)c2c(nc3n2CCN3c2ccc(C)c(C)c2)n(C)c1=O
 : x	0	-13
- Cc1ccn2c(=O)c(NC(=O)COc3ccc(Cl)cc3Cl)c(C)nc2c1
 : x	4	-13
- O=C(CSc1ccc2nc(-c3ccccc3)cn2n1)c1ccccc1
 : x	5	-7
- COc1ccc(N=c2oc3c(OC)cccc3cc2-c2nc3ccccc3[nH]2)cc1
 : -7	3	-4
- O=C(c1scc2c1CCCC2)N1CCCC(Nc2ccc3c(c2)OCCO3)C1 (stereo not given)
 : x	3	-13
- CC(NS(=O)(=O)CCC1CCCO1)c1nc(C(C)(C)C)cs1 (stereo not given)
 : x	-9	2
- COc1cccc(Oc2ccc3c(C4CC4)noc3n2)c1
 : -5	4	-9
- CCC1CN(Cc2nc(-c3ccc(C(=O)OC)cc3)no2)CCN1C(C)C (stereo not given)
 : x	9	-4
- CCCCN1CCN(CC2CCNCC2)CC1=O
 : x	3	-1
- CC1(C)OCC(CNC(=O)c2cccnc2Oc2ccc(Cl)cc2)O1 (stereo not given)
 : x	-9	-3
- Cc1cc(C)cc(-n2nc(C(=O)NCc3ccccn3)c(=O)n(Cc3cccc(Cl)c3)c2=O)c1
 : -5	-1	-2
- Cc1cc(C)n(-c2nc3ccccc3n3nnnc23)n1
 : x	15	-11
- O=C(CSc1nc(=O)n(CC2CCCO2)c2c1CCC2)NCc1ccc2c(c1)OCO2 (stereo not given)
 : -9	-7	-10
- O=C(NCC(c1ccco1)N1CCCC1)c1cc(C2CC2)[nH]n1 (stereo not given)
 : x	15	-9
- O=C(Cn1c(-c2ccccn2)nc2ccccc21)Nc1nc2ccccc2s1
 : -8	-6	-2
- Cc1ccc(S(=O)(=O)NCC2CCN(C(C)C)CC2)s1
 : 0	-6	-3
- COC(=O)Cc1cc(=O)[nH]c(N=C(N)Nc2cc(Cl)ccc2OC)n1
 : x	-8	0
- C=CCCC(O)CN(Cc1ccco1)Cc1c(-c2ccccc2)nn(C)c1Oc1ccc(F)cc1 (stereo not given)
 : -4	0	-3
- COc1cccc(-c2cn3c(C(=O)Nc4ccccn4)csc3n2)c1
 : x	6	0

Complete entries, looked up by structure:
CC1(C)OCC(CNC(=O)c2cccnc2Oc2ccc(Cl)cc2)O1 (stereo not given) is listed as mcGAS lum: x; NPYLR7 ag: -9; hcGAS inh: -3
COc1cccc(Oc2ccc3c(C4CC4)noc3n2)c1 is listed as mcGAS lum: -5; NPYLR7 ag: 4; hcGAS inh: -9
COCCN(C)c1ncc(Br)cn1 is listed as mcGAS lum: x; NPYLR7 ag: -1; hcGAS inh: -19

(cont.)
Order of results – mcGAS lum	NPYLR7 ag	hcGAS inh
- O=C(Cn1ncc2c(N3CCCCC3)ncnc21)N1CCC(N2CCCCC2)CC1
 : -6	x	-16
- COc1ccc(CNC(=O)CCc2ccc(-c3ccc(Cl)cc3)n2-c2ccc(OC)cc2)cc1
 : -10	1	-5
- O=S(=O)(NCc1cccs1)c1cccc2nsnc12
 : x	6	1
- COC(=O)c1cccc(CN(C)C(C)c2ccccn2)c1 (stereo not given)
 : -17	1	-3
- COc1cccc(/C(C)=C/c2nc(CC(=O)Nc3ccccc3)no2)c1
 : -16	3	-12
- Cn1ncc2c1CCCC2Nc1ncc(C(F)(F)F)cc1Cl (stereo not given)
 : x	5	-5
- C=CCN1CCN(c2ccncc2S(N)(=O)=O)CC1
 : x	2	-4
- c1ccc(Cc2nnc3sc(Cc4cccnc4)nn23)cc1
 : x	-7	-1
- CC1=C(C(=O)N2CCOCC2)C(c2c(F)cccc2F)NC(=O)N1c1cccc(C(=O)O)c1 (stereo not given)
 : x	5	-10
- CC(=NNCCO)c1ccncc1
 : x	-3	-3
- C=C(C)CNC(=O)c1cc(N2CCSCC2)nc2ccccc12
 : -4	7	-8
- C=CCNC(=O)c1c(NC(=O)c2ccc(C)cc2)sc2c1CCCC2
 : -8	2	-6
- CC(C)c1nnc(CN2C[C@H]3C[C@H](O)[C@@H](O)C[C@H]3C2)o1
 : x	2	-1
- CN(C)CCN(CCO)C1=NS(=O)(=O)c2ccccc21
 : -4	14	-9
- c1ccc(C2NC3=NCN(Cc4ccccn4)CN3c3nc4ccccc4n32)cc1 (stereo not given)
 : -6	2	-6
- CC(C)(C)CC(C)(C)c1ccc(OCC(=O)NNC(=O)COc2ccccc2)cc1
 : -6	-4	-2
- Cc1cc(C)n2cc(CN3CCc4ccccc43)nc2n1
 : x	2	4
- O=C(/C=C/c1ccc(C(=O)NC2CC2)cc1)Nc1ccncc1
 : x	-2	6
- O=C(c1sccc1S(=O)(=O)N1CCCC1)N1CCC(O)(CO)CC1
 : x	-7	-5
- Cc1cc(C)c(NC(=O)c2nnn(Cc3ccc(Cl)cc3)c2N)c(C)c1
 : -7	2	-7
- CCc1cccc(NC(=O)N2CCN(c3nc(C(C)C)nc4sc(C)c(C)c34)CC2)c1
 : -5	14	-7
- C/C=C\COC1CCCN(C(=O)c2ccccc2C)C1 (stereo not given)
 : -3	-5	-4
- CCC1=NS(=O)(=O)c2cc(NC(=O)c3cccc([N+](=O)[O-])c3)ccc2N1CC(C)C
 : x	-3	4
- OC(COCC(c1ccccc1)c1ccccc1)CN1CCc2ccccc2C1 (stereo not given)
 : -1	-7	3
- Cc1[nH]cnc1CN(C)CCN(C)C1CCCC1
 : x	-4	3
- Cc1c(N=CN2CCOCC2)c(=O)n(C)c(=O)n1C
 : x	6	-6
- COc1cccc(COC(CN2CCN(C(=O)C=C(C)C)CC2)c2ccc(Cl)cc2)c1 (stereo not given)
 : -6	-2	-3
- O=C(Nc1cccnc1N1CCN(C(=O)NCCCc2ccccc2)CC1)c1ccc2c(c1)OCO2
 : -6	10	-4
- COc1cccc(-c2cc(-c3ccc(C(=O)N4CCC(Cc5ccccc5)CC4)cc3)[nH]n2)c1
 : -5	-1	-6
- Fc1cccc(CN2CCN(Cc3cnc(-c4ccccc4)nc3)CC2)c1
 : x	10	1
- CCCCCn1cc(C2CCN(S(=O)(=O)c3cccc(C(F)(F)F)c3)CC2)c2ccccc21
 : 0	10	3

Random excerpt: 5 entries already listed, in no set order.
Order of results – mcGAS lum	NPYLR7 ag	hcGAS inh
- OC(COCC(c1ccccc1)c1ccccc1)CN1CCc2ccccc2C1 (stereo not given)
 : -1	-7	3
- C/C=C\COC1CCCN(C(=O)c2ccccc2C)C1 (stereo not given)
 : -3	-5	-4
- O=C(Nc1cccnc1N1CCN(C(=O)NCCCc2ccccc2)CC1)c1ccc2c(c1)OCO2
 : -6	10	-4
- CC(C)(C)CC(C)(C)c1ccc(OCC(=O)NNC(=O)COc2ccccc2)cc1
 : -6	-4	-2
- Cc1cc(C)c(NC(=O)c2nnn(Cc3ccc(Cl)cc3)c2N)c(C)c1
 : -7	2	-7
